# Screening results (PubChem)
# NPYLR7 agonist: mosquito NPYLR7 agonism. HEK293T NPYLR7/Galpha15, GCaMP6s calcium fluorescence. AID 1259423. activation, % at 10 µM. actives 0.15% (n = 270,000); in the data active = activation above about 40%;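 note: 0% = vehicle and 100% = reference agonist at the receptor; some compounds past the cut are filed as inactive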
# mcGAS inh: mouse cGAS inhibition by luminescence | actives 0.15% (n = 160,000) | recombinant cGAS, Kinase-Glo ATP depletion luminescence | inhibition, % at 12.5 µM | AID 1259399;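 note: 0% = negative control wells and 100% = reference inhibitor with no enzyme activity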
# hcGAS lum: human cGAS inhibition; inhibition, % at 12.5 µM; Q8N884; actives 0.081% (n = 290,000); recombinant h-cGAS, ATP depletion, Kinase-Glo luminescence;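 note: 0% = vehicle reaction and 100% = reaction without DNA for no activity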
# Target sequence (Q8N884 whole entry, looked up): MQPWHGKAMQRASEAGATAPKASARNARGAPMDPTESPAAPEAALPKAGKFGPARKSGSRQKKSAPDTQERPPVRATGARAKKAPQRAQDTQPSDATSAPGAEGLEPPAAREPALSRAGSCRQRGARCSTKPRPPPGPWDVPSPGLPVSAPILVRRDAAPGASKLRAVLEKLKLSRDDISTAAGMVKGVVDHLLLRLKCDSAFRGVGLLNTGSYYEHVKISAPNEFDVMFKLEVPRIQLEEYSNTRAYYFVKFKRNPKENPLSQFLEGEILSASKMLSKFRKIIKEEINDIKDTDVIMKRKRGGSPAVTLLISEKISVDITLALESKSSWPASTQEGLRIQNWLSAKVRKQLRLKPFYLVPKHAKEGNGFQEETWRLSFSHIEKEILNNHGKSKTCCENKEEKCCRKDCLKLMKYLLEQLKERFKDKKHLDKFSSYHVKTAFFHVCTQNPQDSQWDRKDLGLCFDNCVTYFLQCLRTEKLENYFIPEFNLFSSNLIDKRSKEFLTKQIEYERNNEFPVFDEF
# Starred values were filed as active, the others as inactive; nt = no result given. Cut-off read from the data, not from the text of the source, unless noted: active = inhibition above about 40%; inactive = the rest.
item	molecule	NPYLR7 agonist	mcGAS inh	hcGAS lum
1	O=C(c1csc2ccccc12)N1CCN(C2c3ccccc3CCc3ccccc32)CC1	25	-5	-8
2	CCOC(=O)C1=C2c3cc(OC)c(OC)cc3CC(C)(C)N2C(=O)C1=O	0	nt	5
3	O=C(C=Cc1ccc(OC(F)F)cc1)c1ccc(O)cc1	6	nt	-6
4	COc1ccccc1CN(C)C(=O)CSc1nnc(-c2ccc3c(c2)OCO3)o1	9	nt	-8
5	Cc1cccc(NC(=O)c2sc3nc(-c4ccccc4)cn3c2C)n1	3	-5	-4
6	O=C(CCc1cccs1)NC1CC(=O)N(C2CCCCCC2)C1 (stereo unspecified)	1	nt	0
7	COc1ccccc1CNC(=O)CN1CCCN(C(=O)C2CCCO2)CC1 (stereo unspecified)	10	-12	-6
8	Cc1cc(NC(=O)N(C)C2CCC(C)CC2)ccc1-n1cnnn1 (stereo unspecified)	-1	nt	-12
9	C=CCNc1ccccc1C(=O)NCc1nc(C)c2c(n1)CCCC2	-7	-3	-1
10	Nc1nnc(C(F)(F)F)s1	0	nt	-8
11	Cc1cc(=O)oc(C)c1C(=O)OCC(=O)c1ccc(Cl)c(Cl)c1	-18	nt	2
12	COc1ccc2oc(=O)c(-c3nnc(-c4ccc(C)cc4)o3)cc2c1	4	-4	-2
13	Cc1c(C(=O)N(CCc2ccccc2)Cc2ccccc2)cc(-c2ccccc2)n1-c1ccccc1F	-5	-5	-7
14	Cc1ccccc1CN1CCc2[nH]cnc2C1c1cccs1 (stereo unspecified)	-1	nt	-1
15	Cc1cccc(-n2nnnc2-c2nc3ccccc3[nH]2)c1	0	-8	-7
16	C=CCN(Cc1ccc(SC)cc1)C(=O)[C@@H]1C[C@@H](O)CN1	6	nt	-9
17	N#Cc1ccccc1-c1ccc(CN2CCNC(=O)C2)cc1	2	nt	-17
18	O=C1CC(c2ccccc2)CC2=Nc3ccccc3NC(c3cc4c(cc3Br)OCO4)C12 (stereo unspecified)	6	-5	-1
19	Cc1cc(Br)cc2c(N=Nc3ccccc3)c(O)n(C)c12	21	-7	-6
20	C=C(C)COc1cccc(CN2CCNC(=O)C2)c1	-4	-3	3
21	CCCN(CC(=O)Nc1cc(Cl)ccc1Cl)C(=O)CCl	3	4	-7
22	COc1ccc(S(=O)(=O)N2CCC3(CC2)C(=O)N(CC(=O)NCCc2ccc(OC)c(OC)c2)CN3c2ccccc2)cc1	19	-4	-5
23	CCCOC(=O)C1=C(C)N(CC)C(=O)NC1c1ccccc1[N+](=O)[O-] (stereo unspecified)	-2	-5	-4
24	CN(Cc1ccsc1)S(=O)(=O)Cc1ccc(C#N)cc1	4	nt	-4
25	CC(=O)Nc1ccc(CNc2nc3cc(-c4ccc(F)cc4)sc3c(=O)n2C)cc1	3	nt	-5
26	CC(C)CN1CCC1(C)C(=O)NCc1ccc(C(F)(F)F)cc1 (stereo unspecified)	9	nt	-10
27	C=CCn1c(SCC(=O)N2CCC(C)CC2)nnc1-c1cccc(C)c1	-3	3	5
28	CNc1nc2cnc(Nc3ccc(C(=O)OC)cc3)cc2n1-c1ccccc1	5	-7	-6
29	CC1(C(=O)NS(=O)(=O)c2ccc3c(c2)CCO3)CCN1C(=O)C1(c2ccccc2)CCCC1 (stereo unspecified)	2	nt	-8
30	CCC(=O)Nc1ccc(SCc2ccc(F)cc2)nn1	1	nt	1
31	Cc1ccc(NC(=O)CSc2nccn3nc(-c4ccc(F)cc4)cc23)cc1F	0	-9	-5
32	Cc1ccc(CN(Cc2nc(C(=O)O)co2)CC2CC2)cc1	7	-5	-5
33	COCc1nc(-c2ccc(CN3CCN(C(=O)C4CC=CCC4)CC3)cc2)no1 (stereo unspecified)	-4	0	0
34	COc1ccc(CCNC(=O)Cc2csc(SCc3ccc(C)cc3)n2)cc1	nt	-1	-1
35	Cc1cccc(COCC2CN(C(=O)c3cccc(C(C)C#N)c3)CCO2)c1 (stereo unspecified)	-17	0	3
36	O=C(O)c1ccccc1NC1=C(n2nnc3ccccc32)C(=O)c2ccccc2C1=O	12	nt	-15
37	CCOC(=O)c1c(N=CN(C)C)sc2c1CCC2	4	1	-10
38	N#CCCN1CCN(C(=S)c2ccc(-c3ccc([N+](=O)[O-])cc3)o2)CC1	6	nt	-3
39	CN1CCc2c(sc(NC(=O)c3ccccc3)c2-c2nc3ccccc3s2)C1	17	-10	-4
40	COCCOC(=O)C1=C(C)NC2=C(C(=O)CCC2)C1c1ccc2c(c1)OCO2 (stereo unspecified)	4	nt	-2
41	CCN1CCN(C(c2cccs2)C(C)NS(=O)(=O)c2ccc(Br)cc2)CC1 (stereo unspecified)	-5	-5	-5
42	CC(C)c1noc(C2CCCN(C3CCC4(CCNCC4)CC3)C2)n1 (stereo unspecified)	nt	-7	-5
43	O=C(NCCN1CCCCC1)c1cc(-c2ccccc2)nn1-c1ccccc1	-4	-6	-8
44	COc1cc(OC)c(OC)cc1CN1CCCn2cccc2C1c1cccc(C(F)(F)F)c1 (stereo unspecified)	2	-4	-6
45	COCCn1c(SCC(=O)N2CCCCCC2)nc2c([nH]c3ccccc32)c1=O	-4	-7	1
46	O=C(NCc1ccccn1)c1coc(CN(CCc2c[nH]c3ccccc23)Cc2ccc(F)cc2F)n1	nt	-5	-4
47	CN(Cc1ccccn1)S(=O)(=O)c1sc2c(c1C(=O)O)CCNC2	1	nt	-7
48	CC(=O)c1cccc(NC(=O)CCc2csc(NC(=O)c3ccc[nH]c3=O)n2)c1	-1	-10	-5
49	Cc1ccc(S(=O)(=O)N2CCN(C)CC2CNC(=O)OC(C)(C)C)c(C)c1 (stereo unspecified)	-3	nt	0
50	Cc1nc2c(=O)n(CC(=O)NC(C)C)nc(-c3cccs3)c2s1	3	-7	2
51	O=C(O)c1cccc(N2C(=O)C3C4C=CC(CO)(O4)C3C2=O)c1 (stereo unspecified)	-3	-5	-3
52	Cc1cccc(C(=O)N(Cc2ccco2)Cc2cc(N)ccc2N(C)C)c1	-2	nt	-5
53	Cc1cccc(-c2cc(N)n(-c3ccc(C(=O)Nc4ccc(C(C)C)cc4)cc3)n2)c1	-7	-7	-3
54	Cc1oc(-c2cccc(F)c2F)nc1CN(CCO)CC12CC3CC(CC(C3)C1)C2	15	-13	-2
55	COc1cccc(OC)c1OCc1nc(C(=O)Nc2ccc(F)cc2)cs1	-4	-7	-4
56	CCCCN(C(=O)Nc1c(C(C)C)cccc1C(C)C)C(C)c1nc2cc(Cl)ccc2c(=O)n1-c1ccc(C)cc1 (stereo unspecified)	nt	-5	-6
57	CC(C)OCCCNC(CC(=O)Nc1ccccc1O)C(=O)O (stereo unspecified)	2	-9	-7
58	CCCCn1c(CN2CCN(C(=O)OCC)CC2)nc2c1c(=O)n(C)c(=O)n2C	1	-7	-5
59	CC1(C)[C@]2(C(=O)NCCCc3nc4ccccc4o3)CC[C@@]1(C)OC2=O	-5	-13	-8
60	CC(O)(C(=O)NCc1cccnc1N1CCOCC1)c1ccccc1 (stereo unspecified)	0	-21	-4

# More records
item	molecule	NPYLR7 agonist	mcGAS inh	hcGAS lum
61	CCOC(=O)c1c(NC(=O)CCCl)sc2c1CCC(C)C2 (stereo unspecified)	8	-4	-2
62	CC(C)(C)NC(=O)CC1(C(=O)NC2CCN(C(=O)c3ccccc3)CC2)CCCC1	-1	nt	0
63	C=CCSc1nnc(NC(=O)CCc2ccc(OC)cc2)s1	17	nt	-9
64	CCOc1ccccc1-c1nc(Sc2oc(C=O)cc2Br)n[nH]1	-8	nt	0
65	O=C(c1cccc(F)c1)N1CCN(C(=O)C2CC2)CC1	6	-6	-6
66	O=C1CN(S(=O)(=O)c2ccc(F)cc2)CC(O)CN1C1CCCCC1 (stereo unspecified)	2	-3	7
67	COc1ccc(Cl)cc1-c1nc(-c2ccc(Br)o2)no1	2	nt	3
68	Cc1ccn(CC(=O)N[C@@H]2CN(C)C[C@H]2CN(C)C)n1	nt	-7	-10
69	CCN1C(=O)N(Cc2cccc(OC)c2)C(=O)C12CCN(Cc1ccc3c(c1)CCCN3C)CC2	8	-14	-3
70	COC(=O)c1sccc1NC(=O)COc1cccc(C(C)=O)c1	0	nt	-9
71	CCOC(=O)c1cn[nH]c1S(=O)(=O)Nc1ccccn1	3	-17	-4
72	Cc1ccc(F)cc1NC(=O)c1cc(Br)cn1C	-1	nt	-12
73	NC(c1ccccc1)c1ccc2nc(C(F)(F)F)[nH]c2c1 (stereo unspecified)	1	-8	-5
74	O=C(O)c1cccnc1CN1CCCC1c1nccs1 (stereo unspecified)	-7	nt	-1
75	CC(=O)c1ccc(N2CCN(Cn3nc(C)n(-c4cccc(C)c4)c3=S)CC2)c(F)c1	-2	nt	-3
76	CCN(CC)S(=O)(=O)c1ccc(C(=O)N2CCCC2c2ccc3c(c2)OCCCO3)cc1 (stereo unspecified)	0	-8	-4
77	COc1ccc(/C=C/c2cc(OC)c(OC)cc2CC[N+](C)(C)C)cc1	9	0	3
78	CCCN(Cc1nc2cc(Cl)ccc2c(=O)[nH]1)C(=O)COc1cc(C)ccc1Cl	8	nt	-7
79	CCN1C(=O)Cc2cc(NS(=O)(=O)CC)ccc21	1	-9	-6
80	O=S(=O)(c1ccc(F)c(F)c1F)N1CCN(c2ccccc2F)CC1	6	-7	-4

# From no. 75 to 80, copied from above:
item	molecule	NPYLR7 agonist	mcGAS inh	hcGAS lum
75	CC(=O)c1ccc(N2CCN(Cn3nc(C)n(-c4cccc(C)c4)c3=S)CC2)c(F)c1	-2	nt	-3
76	CCN(CC)S(=O)(=O)c1ccc(C(=O)N2CCCC2c2ccc3c(c2)OCCCO3)cc1 (stereo unspecified)	0	-8	-4
77	COc1ccc(/C=C/c2cc(OC)c(OC)cc2CC[N+](C)(C)C)cc1	9	0	3
78	CCCN(Cc1nc2cc(Cl)ccc2c(=O)[nH]1)C(=O)COc1cc(C)ccc1Cl	8	nt	-7
79	CCN1C(=O)Cc2cc(NS(=O)(=O)CC)ccc21	1	-9	-6
80	O=S(=O)(c1ccc(F)c(F)c1F)N1CCN(c2ccccc2F)CC1	6	-7	-4

# Additional compounds
item	molecule	NPYLR7 agonist	mcGAS inh	hcGAS lum
81	Cc1cc(N2CCN(Cc3cc4n(n3)CCCNC4)CC2)n2ncnc2n1	2	nt	-5
82	CC1=NN(c2ccccc2)C(=O)C1=Cc1c(O)n(-c2ccc(F)c(Cl)c2)[nH]c1=O	1	-2	13
83	COc1ccc(-c2nc(N(CCC(=O)N3CCCC3)Cc3ccco3)c3ccccc3n2)cc1	-8	0	1
84	COc1cccc(-c2cc(C(=O)N3CCC(n4c(=O)[nH]c5ccccc54)CC3)nc3cc(C(C)(C)C)nn23)c1	17	-5	-1
85	O=C(CC(c1ccc(Cl)c(Cl)c1)c1c[nH]c2ccccc12)NCc1ccc2c(c1)OCO2 (stereo unspecified)	nt	-7	-4
86	COCC(=O)Nc1ccc(OS(=O)(=O)/C=C/c2ccc(C)cc2)cc1	0	nt	0
87	Oc1ccc(CN2CCC(OCc3cccnc3)CC2)cc1Cl	15	nt	-5
88	Cc1cccc(C)c1OCC(=O)N(C)c1ccccc1F	5	nt	0
89	Cc1cc(CC(=O)NCc2cnc3c(C)cccn23)on1	nt	-13	-12
90	COc1cccc(-c2n[nH]c3c2CN(C(=O)CCc2c(C)noc2C)CC3)c1	2	nt	-10
91	OCc1ccc(CN2CCc3onc(C(c4ccccc4)c4ccccc4)c3C2)o1	-2	nt	1
92	CCCCNC(=O)c1cc(-c2ccc(OC)cc2)nn1-c1ccc([N+](=O)[O-])cc1	21	-5	-9
93	Cc1cc(C=C2C(=O)NC(=O)NC2=O)c(C)n1-c1ccccc1	-10	-6	-4
94	CC(C(=O)N1CCCC1)N1CCN(C(=O)NCC2CC=CCC2)CC1 (stereo unspecified)	-7	nt	4
95	Cn1ccnc1C(NC(=O)COc1ccc(Br)cc1)c1ccccc1F (stereo unspecified)	1	nt	0
96	Cc1ccc2[nH]c(O)c(N=Nc3ccc([N+](=O)[O-])cc3)c2c1Br	-6	nt	1
97	CC(C)CC1(CNc2ncnc3c2CCNC3)CCC1	nt	17	-3
98	COC(=O)c1ccc(COC(CN2CCN(C(=O)c3cccn3C)CC2)c2cccc(OC)c2)cc1 (stereo unspecified)	4	-6	-11
99	O=c1[nH]c(-c2cnccn2)nc2cc(F)c(F)cc12	-1	nt	-4
100	COc1ccc(-c2cnc(-c3ccc(CNC(=O)c4ccc(C(F)(F)F)c(F)c4)cc3)[nH]2)cc1	5	-3	1
101	O=C(NCc1cccnc1)C1CCN(c2ccccc2)C1=O (stereo unspecified)	2	nt	0
102	O=C(Cc1ccc(Cl)cc1)NCCc1csc2nc(-c3ccc(F)cc3)nn12	4	-8	-6
103	O=C(Cc1ccc(F)cc1)NCCCn1nc(-c2ccccc2)ccc1=O	2	nt	4
104	Cc1cc2c(cc1-c1nccn1C(C)CCn1cccn1)OCCO2 (stereo unspecified)	-2	-10	-6
105	CCOC(=O)c1nn(CCc2ccccc2)c2c1CN(C(=O)C1CC(=O)OC13CCCCC3)CC2 (stereo unspecified)	13	-6	-18
106	COC(=O)c1cc2c(=O)n(-c3cccc(OC(F)(F)F)c3)ccc2nc1C	-5	nt	-2
107	O=C(c1csc(CSc2nnc(-c3ccncc3)n2-c2cccc(Cl)c2)n1)N1CCc2ccccc2C1	-5	-3	-2
108	Cc1ccccc1-n1cc(CN(C)C(=O)CN2CC(=O)NC2=O)cn1	14	nt	-7
109	COc1ccc(-c2nc3cc(C)ccn3c2NC(=O)C(Cl)Cl)cc1	-6	-7	-8
110	COCCN(CC(=O)N(Cc1ccc(F)cc1)Cc1cccs1)C(=O)Nc1c(C(C)C)cccc1C(C)C	-3	-6	-4
111	CCN(Cc1ccc2c(c1)OCO2)C(=O)c1cc2ccccc2oc1=O	0	nt	-4
112	CCCCCCc1ccc(C(=O)N(CCCOC)CC(=O)N(CCc2ccc(OC)c(OC)c2)Cc2sccc2C)cc1	2	-5	0
